HIV fusion peptide: cell-free HIV fusion peptide-binding blockers – biochemical, uHTS, fluorescence dequenching, primary screen (AID 1986). actives 0.3% (n = 290,000). cell-free peptide binding, fluorescence dequenching, 30 min; higher % means a stronger effect. inhibition, % at 20 µM; hits with a dose series show IC50 in µM; in the data active = inhibition mostly above about 52%, no sharp cut-off; inactive = mostly below about 76%; also: some results filed as inactive read as strong as hits
RSV antiviral HEp-2: inhibition of RSV-induced cytopathic effect – HEp-2 cells, primary 10 µM value included (AID 2391); actives 0.13% (n = 310,000); HEp-2 cells, RSV-induced CPE inhibition; higher % means a stronger effect; CPE inhibition, % at 10 µM; hits with a dose series show IC50 in µM; in the data active = a potency from the dose series; inconclusive = CPE inhibition mostly from about 23% at the one dose, without a potency; inactive = the rest, 99 in 100 with CPE inhibition below about 21%; also: strong numbers were not always called active
GPR35 arrestin U2OS: GPR35 antagonists blocking zaprinast-driven arrestin recruitment, primary screen, imaging, U2OS, beta-arrestin-GFP, zaprinast agonist (AID 2058); U2OS GPR35 beta-arrestin-GFP translocation imaging, zaprinast antagonism; higher % means a stronger effect; one-dose inhibition, % at 10 µM; IC50 in µM for titrated hits; actives 0.052% (n = 290,000);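 active = inhibition of at least 50% with at least 30 cells and total cytoplasm GFP at most 10,000,000; inconclusive = under 30 cells or total GFP of 10,000,000 plus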
Salmonella PhoP GFP: PhoP-dependent GFP reporter repression – Salmonella Typhimurium, primary screen (AID 1863); S. Typhimurium PhoP-regulated promoter GFP reporter, 4 h; higher % means a stronger effect; inhibition, % at 50 µM, or IC50 in µM where a hit was titrated; actives 0.16% (n = 300,000);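 active = inhibition over 29.93%, a cutoff 3 SD above the screen mean, later confirmed by dose response; inconclusive = inhibition over 29.93% but no dose response follow-up; inactive = inhibition at most 29.93% or unconfirmed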;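 also: 0% = low Mg2+ inducing control and 100% = high Mg2+ repressing control; strong numbers were not always called active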
GPR55 LPI antagonism: GPR55 antagonists blocking LPI-driven arrestin recruitment, primary screen, imaging, U2OS, beta-arrestin-GFP, LPI agonist (AID 2013) | U2OS GPR55 beta-arrestin-GFP translocation imaging, LPI antagonism; higher % means a stronger effect | actives 0.13% (n = 290,000) | one-dose inhibition, % at 10 µM; IC50 in µM for titrated hits;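 active = spots per cell inhibited over 60%, with over 100 cells counted and total cytoplasm intensity under 500,000; inconclusive = wells with under 100 cells, flagged as likely toxic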;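 also: U2OS cells stably carrying GPR55 and arrestin-GFP stimulated by 5 µM LPI near EC80; imaged beta-arrestin-GFP aggregate spots per cell after agonist stimulation; plate controls were LPI-stimulated DMSO wells for no effect and DMSO wells without LPI for full effect; some results filed as inactive read as strong as hits; confirmed hits need IC50 under 10 µM and bright autofluorescent wells are also inconclusive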
UTI89 phage lysis: protection from phage-mediated lysis, alamar blue read-out – E. coli UTI89, K1F phage, bacterial capsule biogenesis inhibitors (AID 488966) | E. coli UTI89 K1F phage lysis, alamar blue, 2 h; higher % means a stronger effect | one-dose inhibition, % at 100 µM; IC50 in µM for titrated hits | actives 0.02% (n = 340,000);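 active = phage lysis inhibition, versus mean bacterial control, above a set limit; inconclusive = no clear call, values can overlap the other calls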;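 also: capsule biogenesis inhibitors block K1F phage lysis so surviving cells raise fluorescence; higher fluorescence means more inhibition of phage lysis; actives were called in the ten point dose series up to 300 µM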
Dengue-2 NS5 capping: Dengue-2 NS5 methyltransferase inhibitors, primary screen, biochemical, confirmation dose response (AID 588689); actives 0.3% (n = 340,000); Dengue-2 NS5 methyltransferase capping enzyme assay, biochemical; higher % means a stronger effect; inhibition, % at 25 µM; hits with a dose series show IC50 in µM; in the data active = a potency from the dose series; inconclusive = inhibition above about 29% without an active follow-up result
Large T inhibition: SV40 large T antigen inhibitors, biochemical (AID 1903). inhibition, % at 20 µM; hits with a dose series show IC50 in µM. SV40 large T antigen ATPase/helicase inhibition assay; higher % means a stronger effect. actives 0.39% (n = 310,000); in the data active = a potency from the dose series; inconclusive = inhibition mostly from about 32% at the one dose, without a potency; inactive = the rest, 99 in 100 with inhibition below about 32%; also: strong numbers were not always called active
Rac1 GTP hydrolysis: MgcRacGAP GTPase-activating activity inhibitors, confirmation, biochemical, ADP Hunter fluorescence. inhibition, % at 30 µM; hits with a dose series show IC50 in µM. MgcRacGAP-stimulated Rac1 GTP hydrolysis, ADP Hunter fluorescence; higher % means a stronger effect; GST-tagged Rac1 F28L mutant substrate. actives 0.6% (n = 340,000);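 active = first-screen hits whose inhibition reached a set limit at any dose in the follow-up dose series; inconclusive = inhibition above the set first-screen limit but never retested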;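 also: fluorescence reports GDP produced by GAP-driven GTP hydrolysis; strong numbers were not always called active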
Starred values were filed as active, the others as inactive; ? = inconclusive; nt = not tested or not shown; [ ] = another dose, or the depositor's remark. No enrichment for hits; 1.5% or so of the library scored in one or more.

SMILES	HIV fusion peptide	RSV antiviral HEp-2	GPR35 arrestin U2OS	Salmonella PhoP GFP	GPR55 LPI antagonism	UTI89 phage lysis	Dengue-2 NS5 capping	Large T inhibition	Rac1 GTP hydrolysis
O=C1OCC2=C1C(c1ccccc1)CC(=O)N2c1cccc(F)c1 (configuration not stated)	0.5%	-1.4%	-10%	3%	-1%	0.0%	-5%	5%	-6%
CCOC(=O)CCNC(=O)N1CCCC(CNS(=O)(=O)c2cccs2)C1 (configuration not stated)	0.3%	-0.5%	-4%	5%	-9%	0.9%	-6%	1%	6%
O=C(CNC(=O)C12CC3CC(CC(C3)C1)C2)N/N=C\c1ccco1	-2.0%	1.0%	10%	-2%	20%	0.1%	-3%	25%	4%
NC(=O)c1cccc(-c2noc(-c3ccccc3F)n2)c1	nt	1.3%	nt	nt	nt	-0.1%	-2%	nt	4%
Cc1nc([N+](=O)[O-])nn1C12CC3CC(CC(Cl)(C3)C1)C2	-1.2%	0.6%	-2%	4%	4%	0.0%[50 µM]	-5%	5%	3%
O=c1cc(N2CCc3ccccc32)[nH]c(=O)n1-c1ccccc1Cl	-1.0%	2.1%	8%	0%	-3%	0.1%	-5%	4%	5%
O=C(Nc1ccc(O)c2c(=O)cc(-c3cccc(Cl)c3)oc12)c1ccccc1Cl	-0.4%	7.5%	16%	2%	2%	0.2%	0%	8%	9%
CCOc1ccc(N2C(=O)c3cccnc3C2Nc2ccc(F)cc2)cc1 (configuration not stated)	-0.4%	0.5%	7%	-6%	-21%	2.0%	-9%	4%	8%
COc1cccc(CNC(=O)c2ccc(COc3ccccc3)cc2)c1	2.6%	3.9%	6%	-6%	-16%	1.1%[50 µM]	-1%	10%	0%
C=CCN(Cc1nc(-c2cc(OC)c3c(c2)OCO3)oc1C)C1CCS(=O)(=O)C1 (configuration not stated)	0.6%	1.1%	18%	7%	13%	-0.2%	5%	5%	2%
Cc1cc(C)cc(NC(=O)CCCN2C(=O)C(c3ccccc3)Oc3cccnc32)c1 (configuration not stated)	-0.7%	6.8%	4%	6%	2%	0.1%	-3%	nt	9%
CC(C)(C)c1ccc(C(=O)Nc2ccc(CC(=O)O)cc2)o1	-1.0%	1.2%	-9%	-2%	0%	4.7%	-3%	12%	0%
CC(=O)c1ccc(OCC(O)CN(C)CCOc2ccc(Br)cc2)cc1 (configuration not stated)	0.0%	7.7%	5%	9%	-7%	0.1%	-9%	1%	2%
CNC(C)C#Cc1ccc2c(=O)c3ccccc3oc2c1 (configuration not stated)	nt	-2.2%	nt	-6%	nt	-1.1%	-9%	16%	-5%
COc1ccc(C[C@H](N)C(=O)N[C@H]2[C@@H](O)[C@H](n3cnc4c(N(C)C)ncnc43)O[C@@H]2CO)cc1	nt	-2.7%	nt	21%	nt	-4.0%	-3%	9%	3%
COc1ccc(OC)c(CCNC(=O)c2ccc3c(c2)N(Cc2ccccc2)CCS3)c1	-1.5%	0.9%	12%	7%	-1%	0.0%	-4%	0%	-21%
Cc1ccccc1C(=O)Nc1ccnn1C1CCN(Cc2cnn(C)c2)CC1	-1.1%	-0.7%	6%	10%	4%	0.1%	-2%	5%	6%
CCN(CC)c1cc(Oc2ccccc2)ncn1	1.9%	2.5%	-8%	10%	-1%	0.3%	-1%	7%	6%
O=c1oc2cc(S(=O)(=O)NCCCO)ccc2c2ccc(S(=O)(=O)NCCCO)cc12	-0.9%	-0.1%	-19%	-14%	6%	-0.2%[50 µM]	-3%	9%	4%
CC(C)C(=O)N1CCC2(CC1)Oc1ccc(Cl)cc1C(=O)C21CC(c2ccccc2)=NO1 (configuration not stated)	-0.7%	3.2%	-14%	-6%	0%	1.3%	-8%	8%	6%
CC(=O)c1cccc(NC(=O)CSCc2ccc(Br)cc2)c1	-1.2%	?	8%	-7%	8%	1.6%[50 µM]	-2%	5%	6%
CCCCC(=O)Nc1ccc(C)c(O)c1	-0.3%	2.4%	-12%	-3%	5%	-0.4%	16%	13%	-2%
O=C(CN(CC1CCCO1)C(=O)CNS(=O)(=O)c1ccccc1)NCc1ccc(F)cc1 (configuration not stated)	1.0%	3.0%	-2%	-9%	3%	0.2%	-4%	7%	3%
c1ccc(CN2CCC3(CC2)Nc2ccccc2CO3)cc1	-2.4%	-1.2%	5%	0%	-2%	0.8%	-6%	1%	-6%
CC(C(=O)c1ccc(-c2ccccc2)cc1)[n+]1cccc(C(N)=O)c1 (configuration not stated)	1.2%	0.2%	9%	2%	-4%	-1.0%	12%	6%	11%

More structures follow.
SMILES	HIV fusion peptide	RSV antiviral HEp-2	GPR35 arrestin U2OS	Salmonella PhoP GFP	GPR55 LPI antagonism	UTI89 phage lysis	Dengue-2 NS5 capping	Large T inhibition	Rac1 GTP hydrolysis
FC(F)(F)c1nnc(N2CCN(c3ccc(Cl)cc3)CC2)s1	-0.7%	nt	11%	0%	-4%	0.2%	8%	13%	5%
CCCC(=O)Nc1ccc(C(=O)NNC(=O)COc2ccc(Br)c(C)c2)cc1	6.8%	1.1%	-1%	-2%	5%	0.8%	-5%	8%	3%
Cc1cccc(C(=O)NC(=S)N(C)C2CCCCC2)c1	-2.0%	1.1%	-2%	-4%	11%	-0.2%	-1%	28%	3%
COCCCC1CCN(C(=O)C2CCC(=O)N(CCc3ccccc3)C2)CC1 (configuration not stated)	-0.2%	1.1%	-6%	0%	12%	0.0%	1%	12%	8%
Cc1sc2ncnc(Sc3nc4ccccc4s3)c2c1C	-1.0%	7.5%	-5%	-7%	-8%	nt	nt	10%	nt
COCCSc1ccccc1C(=O)NCc1ccc(S(N)(=O)=O)cc1	0.1%	-0.1%	6%	-7%	7%	1.1%	-3%	7%	3%
COc1ccc(OC)c(NC(=O)Cn2cc(C=O)c3ccccc32)c1	0.3%	0.5%	6%	-1%	9%	0.2%	-1%	11%	-2%
CC(C)(C)NC(=O)CN(CCN1CCOCC1)C(=O)CNS(=O)(=O)c1ccccc1	-0.7%	1.3%	-4%	3%	64%	0.3%	2%	5%	-4%
O=C(/C=C/c1cccs1)NCc1cccnc1	0.9%	0.7%	10%	-5%	2%	1.7%[50 µM]	-3%	16%	2%
COc1cc2ccccc2cc1C(=O)N(CCN(C)C)c1nc2c(OC)ccc(OC)c2s1	-2.5%	-1.4%	-16%	7%	0%	-0.2%	-5%	8%	-9%
CS(=O)(=O)c1ccc2nc(NC(=O)c3ccccc3Cl)sc2c1	0.7%	1.9%	-16%	-2%	-4%	0.6%	0%	10%	3%
Cc1ccc(C(C#N)c2ccc(C(=O)c3ccc(F)cc3)cc2)cc1 (configuration not stated)	-0.4%	2.8%	14%	-5%	3%	0.1%	-7%	-2%	15%
O=C(CCC1CCN(C(=O)c2ccco2)CC1)NCc1ccc(F)cc1	1.8%	1.4%	4%	-4%	-3%	1.3%[50 µM]	-1%	9%	12%
Cc1cc(C(=O)N2CCCC(N3CCN(c4cccc(Cl)c4)CC3)C2)nc(C)n1 (configuration not stated)	-0.2%	1.3%	-10%	2%	-2%	-0.2%[50 µM]	-7%	8%	10%
C=CCn1c(SCC(=O)NCCOC)nnc1-c1cc2c(s1)CCC(CC)C2 (configuration not stated)	-2.0%	11%	14%	-5%	3%	3.8%	-2%	4%	7%
Cc1c(C(=O)C(=O)N2CCN(C)CC2)c2ccccc2n1C	-0.1%	1.8%	-3%	12%	2%	0.4%	9%	12%	10%
S=C(c1ccc2c(c1)OCO2)N1CCCCCC1	3.0%	2.4%	4%	-1%	0%	0.3%	-6%	3%	3%
CN1CCc2c(sc3c2C(=O)NC(/C=C/c2ccco2)N3)C1 (configuration not stated)	nt	-1.4%	nt	nt	nt	0.3%	-5%	nt	3%
O=C(O)CCS(=O)(=O)Cc1ccccc1Cl	-1.5%	-0.4%	-4%	15%	5%	0.2%	-4%	-2%	-2%
CCOC(=O)N1CCN(C(=O)COC(=O)c2ccc(O)cc2O)CC1	-0.1%	2.8%	-6%	4%	16%	-0.3%	-5%	1%	-8%
O=S(=O)(c1ccc(C2CCCCC2)cc1)N1CCN(c2ncccn2)CC1	0.5%	18%	-1%	-8%	11%	0.1%	1%	2%	6%
O=C1OCCC1Sc1ncnc2sccc12 (configuration not stated)	-1.5%	1.4%	-5%	-4%	5%	0.5%	5%	4%	11%
CN(N=Nc1cccc([N+](=O)[O-])c1)c1cccc([N+](=O)[O-])c1	-0.2%	10%	-5%	-5%	-1%	0.0%	5%	8%	11%
O=C(c1cccc2c1-c1ccccc1C2)N1CCCCC1	-1.3%	3.0%	4%	-1%	9%	0.5%	3%	9%	8%
O=C(O)C1C2C=CC(C2)C1C(=O)N1CCc2ccccc21 (configuration not stated)	-0.5%	1.0%	-8%	20%	-12%	1.3%	-4%	-3%	12%

Limited to GPR35 arrestin U2OS, Dengue-2 NS5 capping and Salmonella PhoP GFP (2 entries from above):
| smiles | GPR35 arrestin U2OS | Dengue-2 NS5 capping | Salmonella PhoP GFP |
| --- | --- | --- | --- |
| O=C(O)CCS(=O)(=O)Cc1ccccc1Cl | -4% | -4% | 15% |
| CCOC(=O)N1CCN(C(=O)COC(=O)c2ccc(O)cc2O)CC1 | -6% | -5% | 4% |

(more compounds)
SMILES	HIV fusion peptide	RSV antiviral HEp-2	GPR35 arrestin U2OS	Salmonella PhoP GFP	GPR55 LPI antagonism	UTI89 phage lysis	Dengue-2 NS5 capping	Large T inhibition	Rac1 GTP hydrolysis
O=C1CC(c2ccc(S(=O)(=O)NCc3ccncc3)cc2)CN1 (configuration not stated)	1.3%	-0.1%	-8%	-3%	-4%	-2.4%	-1%	13%	2%
CC1CCC2(CC1)NC(=O)N(CC(=O)NCCc1ccc(F)cc1)C2=O (configuration not stated)	nt	1.6%	nt	nt	nt	1.1%[50 µM]	-5%	nt	9%
CN(c1ncc(C(F)(F)F)cc1Cl)N1C(=O)c2cccc(N)c2C1=O	0.6%	2.0%	-3%	3%	1%	0.7%	5%	17%	-5%
CCCCNC(=O)CN(C1CCCCC1)S(C)(=O)=O	-1.9%	1.1%	-21%	-6%	3%	0.3%	-1%	4%	5%
O=C(CCn1nc(-c2ccccc2)ccc1=O)N1CCOCC1	-2.7%	0.7%	7%	-1%	13%	1.6%[50 µM]	4%	7%	3%
CCc1cc2cccc(C)c2nc1SCC(=O)c1ccc(NC(C)=O)cc1	2.6%	6.8%	12%	-11%	7%	0.1%	-4%	1%	-1%
O=C(CCC1CCCN(C(=O)CCCc2ccccc2)C1)N1CCN(c2ccccn2)CC1 (configuration not stated)	-0.6%	13%	-8%	-5%	-1%	-0.6%	1%	5%	5%
